A549 tox = Nrf2 qHTS screen for inhibitors: counterscreen for cytotoxicity. A549 ARE-Fluc cells, CellTiter-Fluor viability, 18-24 h. Potency, µM (highest dose often 46 µM), inactives show at the top dose activity change, negative = cytotoxicity, hits mostly inhibitors. actives 0.16% (n = 390,000). AID 504648, 2011; further: potency means the concentration at half of the fitted maximal effect; on the % scale 0 is the no-effect control and ±100 the full control effect
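Cytotoxicity counterscreen: CellTiter-Fluor fluorescence was measured in A549 ARE_Fluc cells after 18-24 h of compound exposure in a concentration series. The subsequent BugLite luminescent read reports ARE-luciferase activity.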
Nrf2 activator = qHTS of Nrf2 Activators. AREc32 ARE-luciferase reporter (MCF7-derived line), luminescence, 24 h. Potency, µM (highest dose often 46.1 µM), without a hit: at the highest dose activation, most hits filed as activators. actives 0.31% (n = 410,000); further: potency means the concentration at half of the fitted maximal effect; % of control where 0% means no effect; nearly all actives have a fitted effect of over 65% in size
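Nrf2 activation is followed as ARE-luciferase induction in the AREc32 line after one day of compound treatment; luminescence is read with Steady-Glo.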
HepG2 tox = qHTS for Inhibitors of TGF-b: Cytotox Counterscreen | HepG2 CAGA-GFP viability, ATP luminescence, 18 h | Potency, µM (top dose mostly 46.1 µM), without a hit: at the top dose activity change, negative = cytotoxicity, actives largely listed as cytotoxic | actives 0.76% (n = 410,000); further: potency means the concentration at half of the fitted maximal effect; some results filed as inactive show a strong effect at the top dose
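HepG2 CAGA-GFP cells (1000/well, DMEM with 1% FBS) received compound, then TGF-beta at 500 pg/mL final, and were incubated 18 hours at 37 degrees C. Viability was read by CellTiter-Glo luminescence. Media-only wells were set as complete cell-killing and DMSO as no toxicity.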
MmCpn inh = Inhibitors of TCP-1 ring complex (TRiC) of Methanococcus maripaludis (MmCpn): qHTS | AID 504842, 2011 | actives 0.031% (n = 330,000) | Potency, µM (series often up to 76.9 µM), for the others: at the highest dose activity, negative = inhibition, actives largely listed as inhibitors | purified Mm-Cpn ATPase, ADP Transcreener TR-FRET; further: potency means the concentration at half of the fitted maximal effect; on the % scale 0 is the no-effect control and ±100 the full control effect; nearly all actives have a fitted effect of over 80% in size
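Measured: ADP formation by purified Mm-CPN. Conditions: 25 nM protein, 10 uM ATP, Tris pH 7.4 with Mg2+, K+ and DTT, 37°C for 30 min. Detection: Transcreener HTRF after 30 min at room temperature.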
Akt phos inh = HTS Assay for Inhibitors of Akt Phophorylation: Primary Screen | Neuro2A IGF-stimulated pAkt S473 HTRF, 20 min; active compounds read low | activity change, % for hits at 50 µM | actives 0.32% (n = 360,000) | AID 651550, 2012; in the data active means activity change below about -80%; inconclusive means mostly about -51% to -80%; further: on the % scale 0 is the no-effect control and ±100 the full control effect
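Neuro2A cells in DMEM with 0.5% FBS, overnight at 37 deg C, given compound at single 50 µM final, then IGF (6 nM final) for 20 min at 37 deg C. Lysed; phospho-Akt Ser473 by HTRF after 24 h, 665/615 ratio.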
Nrf2 inh = Nrf2 qHTS screen for inhibitors; A549 ARE-Fluc reporter, luciferase luminescence, 18-24 h; AID 504444, 2011; actives 2.1% (n = 360,000); Potency, µM (titrated, usually from 46 µM), inactives show at the top dose activity change, negative = inhibition, actives largely listed as inhibitors; further: potency means the concentration at half of the fitted maximal effect; on the % scale 0 is the no-effect control and ±100 the full control effect; nearly all actives have a fitted effect of over 60% in size
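Two sequential reads on A549 ARE_Fluc cells exposed to compound for 18-24 h: a CellTiter-Fluor fluorescence read for viability, then a luciferase luminescence read for Nrf2/ARE activity.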
S2 tox = Viability Counterscreen for Primary qHTS for Inhibitors of ATXN expression; Potency, µM (series often up to 56.7 µM), most hits filed as cytotoxic; S2 cells (HEK-293 line with an ATXN2-luciferase reporter) viability, CellTiter-Fluor protease fluorescence, 24 h; AID 651635, 2014; actives 0.49% (n = 400,000); further: potency means the concentration at half of the fitted maximal effect; nearly all actives have a fitted effect of over 40% in size
TGFb inhibitor = qHTS for Inhibitors of TGF-b; HepG2 CAGA-GFP TGF-b/SMAD3 reporter, GFP fluorescence, 18 h; TGF-beta stimulated, 500 pg/mL final; AID 588855, 2011; Potency, µM (top dose mostly 46.1 µM), for inactives: top-dose activity, negative = inhibition, most hits filed as inhibitors; actives 1.2% (n = 410,000); further: potency means the concentration at half of the fitted maximal effect; on the % scale 0 is the no-effect control and ±100 the full control effect; nearly all actives have a fitted effect of over 65% in size
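Read-out: total well GFP (ex488/em500-530) summed from mean per-cell fluorescence. Cells: HEPG2 CAGA-GFP, 1% FBS DMEM, 18 h at 37 degrees C with 500 pg/mL final TGF-beta. Unstimulated wells served as the full-inhibition control; stimulated DMSO wells = 0%.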
CCT modulator = High-Throughput Screening for Modulators of Cytosolic Chaperonin Activity. purified chaperonin ATPase assay, HTRF ADP detection, 30 min. activity change, % (test concentration not listed), hits read low. actives 0.3% (n = 360,000); in the data active means activity change below about -30%; further: on the % scale 0 is the no-effect control and ±100 the full control effect
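TRiC at 40 or 20 nM final (batch-dependent) in 30 mM Tris pH 7.4, 100 mM KCl, 5 mM MgCl2, 1 mM DTT, with compound at single 76 uM and 10 uM ATP, 30 min at 37 deg C. ADP detected by HTRF Transcreener, 665/615 ratio.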
Starred values were filed as active, the others as inactive; i = inactive; ? = inconclusive; nt = not tested or not shown; [ ] = remark or other dose. Unless noted, the call rests on the fitted dose curve; in most records, active means well fitted curve in the direction sought with a large enough effect; inconclusive means small, poorly fitted or top-dose-only effect, or another doubt; inactive means no such curve, though single readings can be large; an effect the other way counts as inactive or inconclusive.

SMILES	A549 tox	Nrf2 activator	HepG2 tox	MmCpn inh	Akt phos inh	Nrf2 inh	S2 tox	TGFb inhibitor	CCT modulator
O=C(N1CCN(c2ccccc2F)CC1)C1(S(=O)(=O)c2ccc(Cl)cc2)CC1	0.0%	-0.2%	-12.1%	1.4%	i	-17.3%	i	-0.3%	-0.8
CC1(C)CC(NC(=O)c2c(N)no[n+]2[O-])CC(C)(C)N1	-5.8%	0.3%	-14.5%	0.3%	i	1.2%	i	3.0%	-3.5
Cc1noc(C)c1C(=O)OCC(=O)NC1CC1	-5.9%	-0.6%	-12.1%	1.0%	i	-4.9%	i	7.0%	-3.1
CCS(=O)(=O)N1CCC(c2nc(-c3ccc(C)cc3)no2)CC1	-9.0%	2.4%	-2.6%	-1.8%	i	nt	i	-1.6%	-0.3
O=C(c1ccc2oc(CCCc3ccccc3)nc2c1)N1CCCC(CCCO)C1 (stereo unspecified)	-4.2%	0.0%	-41.9%	0.6%	i	3.2%	i	?	-1.8
CCC1=[N+](C)c2cccc3cccc(c23)N1C	-7.7%	5.5%	2.6%	0.5%	i	?	i	-1.4%	0.2
Cc1ccc(-c2cc(C(=O)NCCN3CCOCC3)no2)cc1	2.2%	0.3%	-22.9%	0.2%	i	8.6%	i	-5.1%	2.7
O=C(Cc1ccccc1)NCC(=O)N1CCN(c2ccccc2F)CC1	0.3%	1.9%	11.6%	-2.4%	i	-1.0%	?	13.0%	-2.3
Cn1c(=O)c2c(ncn2CC(=O)OCC(=O)NNC(=O)c2ccc(Cl)cc2)n(C)c1=O	-3.5%	2.7%	1.8%	2.0%	i	2.3%	?	-24.0%	-3.2
COCCn1c(=O)[nH]c2cc(C(=O)N3CCN(c4ccc(OC)cc4)CC3)ccc2c1=O	2.0%	-0.3%	-10.7%	-3.7%	i	?	i	0.6%	-5.7
Cc1cc(C(F)F)n2ncc(C(=O)NCCc3ccccc3Cl)c2n1	0.0%	1.1%	-16.7%	1.0%	i	?	i	-5.9%	-2.5
COc1ccc(OC)c(S(=O)(=O)Nc2cc3c4c(c2)CC(=O)N4CCC3)c1	-1.9%	2.0%	-5.0%	0.4%	i	-7.1%	i	2.2%	1.0
CC1CCc2nc(NC(=O)c3ccco3)sc2C1 (stereo unspecified)	-1.2%	5.7%	-40.5%	1.2%	i	?	i	-2.4%	1.2
Cc1cc(C)cc(-n2ccnc2SCC(=O)Nc2nccs2)c1	2.3%	-0.1%	-14.9%	1.3%	i	nt	i	6.0%	1.5
C[C@@H]1CN([C@H](C)CO)C(=O)c2c(c3ccccc3n2C)-c2ccccc2CO[C@@H]1CN(C)S(=O)(=O)c1cccs1	nt	-0.1%	-19.8%	nt	i	nt	?	?	0.7
O=C1Cc2ccccc2C(=O)N1OCc1ccc(Cl)cc1	4.9%	3.9%	18.8%	-4.4%	i	18.8%	i	34.2%[activator]	-2.5
CC(NC(=O)C12CC3(C)CC(C)(CC(C)(C3)C1)C2)C(=O)O (stereo unspecified)	-0.1%	0.1%	0.9%	3.9%	i	-20.7%	i	?	-1.8
O=C(c1ccccc1)N1CCN(C(=O)c2ccc3c(c2)OCCO3)CC1	0.5%	-0.4%	-22.1%	2.3%	i	2.7%	i	-1.1%	-4.6
O=S(=O)(Cc1noc(-c2ccc(OC(F)(F)F)cc2)n1)c1ccc(F)cc1	2.1%	7.1%	-39.7%	0.2%	i	11.9%	i	-15.1%	2.8
CCOC(=O)c1[nH]c(C)c(C(=O)Nc2ccc(C)cc2C)c1C	-21.0%	0.6%	-5.1%	1.4%	i	-4.8%	i	-4.2%	-0.4
CCc1nc2ccc(C(=O)NCCN3CCNC3=O)cn2c1N(C)Cc1ccc(OC)cc1	nt	-0.4%	-32.1%	nt	i	nt	i	34.5%[activator]	-1.1
CCOC(=O)c1c(C)[nH]c(C(=O)OCC(=O)N(C)c2c(N)n(Cc3ccccc3)c(=O)[nH]c2=O)c1C	-1.4%	-0.3%	-3.2%	-0.8%	i	21.9%	i	-2.7%	-1.1
COc1ccc(NC(=O)c2cc3sccc3n2Cc2ccc(F)cc2)cc1OC	-17.1%	3.1%	-14.3%	-11.7%	i	-22.7%	i	-9.1%	-0.8
CC/C=C/C(=O)N1CC2(CC(c3cccc(NC(=O)CC)c3)=NO2)C[C@H]1C(N)=O (stereo partly specified)	1.4%	-0.4%	-1.3%	-0.5%	i	-3.7%	i	-6.7%	0.5
CCOC(=O)C1=C(COC(=O)c2ccc(C)c(S(=O)(=O)N3CCOCC3)c2)NC(=O)NC1C (stereo unspecified)	-4.1%	-0.3%	4.4%	-0.3%	i	-14.2%	i	0.0%	-5.1
CCC1=C(OC(=O)N(CC)CC)N2C(=O)OC(=NCCc3c[nH]c4ccccc34)[C@]2(Cc2ccccc2)[C@H]2C1=CC[C@H]1C(=O)N(c3ccccc3)C(=O)[C@H]12	-2.2%	-4.4%	-16.3%	-2.0%	i	13.9%	i	-24.1%	-2.5
CCOc1ccc(C(=O)N2CCCC2)cc1OC	-3.6%	-0.1%	2.2%	2.9%	i	1.7%	?	-2.3%	-1.6
CCOC(=O)c1c(C)[nH]c(C)c1C(=O)COC(=O)c1cccc(S(=O)(=O)NC)c1	-2.8%	4.7%	-17.6%	3.4%	i	-12.4%	i	-3.7%	0.9
COc1ccccc1CN(C(=O)c1cnccn1)C(C(=O)NC1CCCCC1)c1cc(OC)c(OC)c(OC)c1 (stereo unspecified)	-0.2%	-0.6%	-11.4%	1.9%	i	-9.2%	i	19.0%	-1.0
COC(=O)[C@@]1(Sc2ccc(OC)cc2)CC(=O)N[C@@H]1c1ccccc1	nt	2.9%	nt	nt	i	nt	i	nt	-11.4
COCCn1cc(C(=O)N2CCC(C)CC2)c2c3ccccc3n(C)c2c1=O	-16.9%	-0.4%	-23.0%	-2.1%	i	-3.5%	?	-13.1%	-1.7
O=C(CNC(=O)c1ccco1)OCc1ccc(C(=O)Oc2ccccc2)cc1	1.3%	0.7%	8.3%	3.5%	i	11.0%	i	-7.2%	-0.3
CSc1nc(NNC=O)cc(Oc2ccc(NC(C)=O)cc2)n1	-1.3%	-0.4%	1.9%	-4.0%	i	-12.1%	i	-0.6%	-4.8
Cc1cccc(NC(=O)C(C)N2C(=O)C3C4CC(C(Br)C4Br)C3C2=O)c1 (stereo unspecified)	-6.0%	2.6%	-7.8%	1.8%	i	-18.3%	i	0.0%	1.7
Cn1c(=O)c2c(ncn2CC(=O)OCC(=O)NCCc2ccccc2)n(C)c1=O	-9.0%	0.1%	7.2%	0.8%	i	2.2%	i	5.2%	-1.0
O=C(CN1C(=O)NC2(CCCC2)C1=O)NCCc1ccc(Cl)cc1Cl	0.3%	-0.3%	-0.4%	-2.4%	i	-0.7%	i	1.5%	-2.5
Cc1ccc(C(=O)Nc2ccccc2C(=O)N2CCCC2)cc1[N+](=O)[O-]	-2.7%	1.4%	0.4%	-29.0%	i	12.8%	i	-22.1%	0.1
Nc1c2c(nc3ccccc13)N(C1CCCCC1)CC2	-1.0%	0.4%	-27.2%	-0.7%	i	16.6%	i	3.5%	0.4
COc1ccc(NC(=O)CCC(=O)Nc2nnc(C3CCCCC3)s2)c(OC)c1	7.2%	-0.3%	-5.2%	?	i	2.8%	i	-1.9%	-3.0
CCCS(=O)(=O)NC(=O)C1(C)CCN(C(=O)c2ccc(OC)cc2)C1 (stereo unspecified)	nt	-0.6%	-2.3%	nt	i	nt	i	-5.1%	-2.3
COC(=O)c1ccc(Cn2c(C)c(C(=O)NCc3cccs3)sc2=O)o1	nt	0.2%	-12.5%	nt	i	nt	i	27.8%	1.0
COc1ccc(CNc2ncnc3c2c(-c2ccccc2)cn3-c2cccc(C)c2)cc1	20.7%	-0.9%	-22.6%	nt	nt	nt	nt	0.3%	nt
NC(c1csc(Nc2ccc(C(=O)c3ccccc3)cc2)n1)C1CCCCC1 (stereo unspecified)	nt	-3.3%	-103.2%	nt	i	nt	nt	?	0.2
NC(=O)c1ncc(C(F)(F)F)cc1Oc1cccc(F)c1	8.7%	0.0%	-7.9%	0.2%	i	-8.3%	i	-6.9%	-4.2
Cc1nc(SCN2C(=O)c3ccccc3C2=O)n[nH]1	-6.8%	0.8%	8.5%	1.2%	i	1.7%	i	-3.4%	1.5
CC(=O)OC1CC(C)(C)N(OC(=O)c2ccccc2)C(C)(C)C1	10.7%	-0.2%	-34.4%	-5.8%	i	4.2%	i	-9.1%	0.4
Cc1ccc(SCc2nc3ccccc3[nH]2)cc1	0.7%	2.8%	-16.6%	-0.1%	i	-22.9%	i	?	1.4
CCc1ccc(NC(=O)CSc2ccc(-c3sc(C)nc3C)nn2)cc1	-20.5%	5.0%	-32.8%	-6.1%	i	?	i	?	1.0

Ordered by molar mass (ascending): part of the list above.
SMILES	A549 tox	Nrf2 activator	HepG2 tox	MmCpn inh	Akt phos inh	Nrf2 inh	S2 tox	TGFb inhibitor	CCT modulator
COc1ccc(NC(=O)c2cc3sccc3n2Cc2ccc(F)cc2)cc1OC	-17.1%	3.1%	-14.3%	-11.7%	i	-22.7%	i	-9.1%	-0.8
Cn1c(=O)c2c(ncn2CC(=O)OCC(=O)NNC(=O)c2ccc(Cl)cc2)n(C)c1=O	-3.5%	2.7%	1.8%	2.0%	i	2.3%	?	-24.0%	-3.2
Cc1cccc(NC(=O)C(C)N2C(=O)C3C4CC(C(Br)C4Br)C3C2=O)c1 (stereo unspecified)	-6.0%	2.6%	-7.8%	1.8%	i	-18.3%	i	0.0%	1.7

Assay outcomes from PubChem.
